HepG2 tox = qHTS for Inhibitors of TGF-b: Cytotox Counterscreen; Potency, µM (titrated, usually from 46.1 µM), inactives show at the highest dose activity change, negative = cytotoxicity, usual class: cytotoxic; HepG2 CAGA-GFP viability, ATP luminescence, 18 h; 0.76% of 410,000 active; note: potency is the fitted concentration of half-maximal effect; some results filed as inactive show a strong effect at the top dose
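HepG2 CAGA-GFP cells (1000/well, DMEM with 1% FBS) received compound, then TGF-beta at 500 pg/mL final, and were incubated 18 hours at 37 degrees C. Viability was read by CellTiter-Glo luminescence. Media-only wells were set as complete cell-killing and DMSO as no toxicity.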
S2 tox = Viability Counterscreen for Primary qHTS for Inhibitors of ATXN expression; S2 cells (HEK-293 line with an ATXN2-luciferase reporter) viability, CellTiter-Fluor protease fluorescence, 24 h; Potency, µM (doses to about 56.7 µM), usual class: cytotoxic; 0.49% of 400,000 active; note: potency is the fitted concentration of half-maximal effect; nearly all actives have a fitted effect of over 40% in size
A549 viability = Nrf2 qHTS screen for inhibitors: counterscreen for cytotoxicity. A549 ARE-Fluc cells, CellTiter-Fluor viability, 18-24 h. Potency, µM (top dose mostly 46 µM), for the others: at the top dose activity change, negative = cytotoxicity, usual class: inhibitors. 0.16% of 390,000 active. AID 504648, 2011; note: potency is the fitted concentration of half-maximal effect; % is set by controls: 0 for no effect and ±100 for the full control effect
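Cytotoxicity counterscreen: CellTiter-Fluor fluorescence was measured in A549 ARE_Fluc cells after 18-24 h of compound exposure in a concentration series. The subsequent BugLite luminescent read reports ARE-luciferase activity.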
ATXN2 expr inh = Primary qHTS for Inhibitors of ATXN expression. HEK-293 ATXN2-luciferase reporter, luminescence, 24 h. AID 1745845, 2022. Potency, µM (top dose mostly 57 µM), for the others: at the top dose activity change, negative = inhibition, most hits filed as inhibitors. 0.72% of 360,000 active; note: potency is the fitted concentration of half-maximal effect; % is set by controls: 0 for no effect and ±100 for the full control effect; nearly all actives have a fitted effect of over 55% in size
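ATXN2-luciferase reporter cells (luciferase flanked by upstream and downstream ATXN2 gene portions) were treated 24 h at 37 °C with compounds at up to 57 uM. SteadyGlo luminescence gave expression; GF-AFC fluorescence gave viability.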
EPAC2 ag = qHTS for Agonist of cAMP-regulated guanine nucleotide exchange factor 4 (EPAC2): primary screen; 0.079% of 360,000 active; Potency, µM (series often up to 154 µM), for inactives: top-dose activation, hits mostly activators; AID 720711, 2013; EPAC2 activation, biochemical qHTS; response scale: 100% = 6.5 mM cAMP response; note: potency is the fitted concentration of half-maximal effect; nearly all actives have a fitted effect of over 50% in size
Target sequence (Q8WZA2 whole entry, looked up): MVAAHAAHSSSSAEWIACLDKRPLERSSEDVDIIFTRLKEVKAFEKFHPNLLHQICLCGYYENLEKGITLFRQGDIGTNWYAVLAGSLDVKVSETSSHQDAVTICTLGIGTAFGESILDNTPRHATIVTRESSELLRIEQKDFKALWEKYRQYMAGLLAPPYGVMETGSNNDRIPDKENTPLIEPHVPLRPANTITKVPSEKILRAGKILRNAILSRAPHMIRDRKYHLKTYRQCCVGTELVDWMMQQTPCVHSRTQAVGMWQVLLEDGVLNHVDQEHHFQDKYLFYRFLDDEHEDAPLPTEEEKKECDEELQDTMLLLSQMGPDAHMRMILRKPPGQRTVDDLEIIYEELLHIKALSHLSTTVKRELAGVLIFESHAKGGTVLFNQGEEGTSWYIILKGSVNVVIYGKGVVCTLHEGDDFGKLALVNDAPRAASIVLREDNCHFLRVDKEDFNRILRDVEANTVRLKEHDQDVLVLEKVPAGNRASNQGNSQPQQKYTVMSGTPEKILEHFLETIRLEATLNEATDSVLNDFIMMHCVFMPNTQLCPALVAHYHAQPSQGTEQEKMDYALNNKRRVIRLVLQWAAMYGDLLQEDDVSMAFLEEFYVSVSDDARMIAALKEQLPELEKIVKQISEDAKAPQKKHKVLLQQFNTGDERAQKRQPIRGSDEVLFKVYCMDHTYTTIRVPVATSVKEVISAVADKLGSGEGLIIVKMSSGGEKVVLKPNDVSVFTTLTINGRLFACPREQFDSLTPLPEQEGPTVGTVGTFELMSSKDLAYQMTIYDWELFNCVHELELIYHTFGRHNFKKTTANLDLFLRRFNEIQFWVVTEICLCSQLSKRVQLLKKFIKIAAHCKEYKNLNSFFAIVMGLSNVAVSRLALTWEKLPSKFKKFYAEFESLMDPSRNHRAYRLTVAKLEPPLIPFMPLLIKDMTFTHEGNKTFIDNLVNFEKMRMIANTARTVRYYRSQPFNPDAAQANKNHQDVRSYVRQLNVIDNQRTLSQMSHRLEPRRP
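Fluorescence exchange assay: 100 nM EPAC2 with 250 nM RAP1B-BODIPY-GDP and 50 uM GDP; compounds tested as a concentration-titration series (qHTS). Loss of Rap1-bound BODIPY-GDP fluorescence read at 480/540 nm; data normalized to 6.5 mM cAMP.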
Nrf2 block = Nrf2 qHTS screen for inhibitors; 2.1% of 360,000 active; Potency, µM (titrated, usually from 46 µM), without a hit: at the highest dose activity change, negative = inhibition, hits mostly inhibitors; AID 504444, 2011; A549 ARE-Fluc reporter, luciferase luminescence, 18-24 h; note: potency is the fitted concentration of half-maximal effect; % is set by controls: 0 for no effect and ±100 for the full control effect; nearly all actives have a fitted effect of over 60% in size
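Nrf2 activity is the BugLite luminescence, read 15 min after reagent at room temperature, following CellTiter-Fluor cytotoxicity readout (30 min, 37C). Compound titrations were applied for 18-24 h to 5000 A549 ARE_Fluc cells/well in 5% FBS OPTI-MEM.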
Nrf2 ARE act = qHTS of Nrf2 Activators; AREc32 ARE-luciferase reporter (MCF7-derived line), luminescence, 24 h; Potency, µM (highest dose often 46.1 µM), without a hit: at the top dose activation, most hits filed as activators; 0.31% of 410,000 active; note: potency is the fitted concentration of half-maximal effect; % of control where 0% means no effect; nearly all actives have a fitted effect of over 65% in size
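AREc32 cells carrying an ARE-driven firefly luciferase reporter were seeded at 1000 cells/well in OPTI-MEM with 5% FBS, then exposed to compound for 24 hr at 37 deg C. Luminescence was read with Steady-Glo after 30 min at RT.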
TGFb inhibitor = qHTS for Inhibitors of TGF-b. 1.2% of 410,000 active. Potency, µM (titrated, usually from 46.1 µM), without a hit: top-dose activity, negative = inhibition, hits mostly inhibitors. HepG2 CAGA-GFP TGF-b/SMAD3 reporter, GFP fluorescence, 18 h; TGF-beta stimulated, 500 pg/mL final; note: potency is the fitted concentration of half-maximal effect; % is set by controls: 0 for no effect and ±100 for the full control effect; nearly all actives have a fitted effect of over 65% in size
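HEPG2 CAGA-GFP, 1000 cells/well; 2 h settle, 37 C; cpd via pin tool; TGF-b 500 pg/mL final; 18 h, 37 C; GFP imaging ex488/em500-530; %Activity normalised to -TGF-b and +DMSO controls; CRC fit, curve class.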
IL2 activator = qHTS of IL-2 Activators. IL-2 activation reporter assay, cell-based qHTS; stimulated with anti-CD3/CD4/CD28 beads; in transgenic mouse T cells. 0.065% of 360,000 active. AID 652025, 2013. activation, % (series mostly up to about 46 µM); in the data active = activation above about 50%; inconclusive = mostly about 30% to 49%; note: 0% is about no effect
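Unstimulated transgenic mouse T cells; 60-min compound exposure; bead-based TCR/CD4/CD28 stimulation; 18 h culture, 37 degrees C; dual fluorescence (EGFP, DsRed) plate cytometry.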
* hit, by the source's call; i = inactive; ? = inconclusive; nt = not tested or not shown; & = joins results of further samples; [ ] = another dose, or the depositor's remark. Unless noted, calls come from the whole dose curve; as a rule, active = well fitted curve in the direction sought with a large enough effect; inconclusive = small, poorly fitted or top-dose-only effect, or another doubt; inactive = no such curve, though single readings can be large; an effect the other way counts as inactive or inconclusive.

SMILES | HepG2 tox | S2 tox | A549 viability | ATXN2 expr inh | EPAC2 ag | Nrf2 block | Nrf2 ARE act | TGFb inhibitor | IL2 activator
Cc1cc(O)c(/C=N/OCc2ccc(Cl)cc2Cl)c(=O)o1 | -49% | i | -12% | -26% | 7% | ? | -0.1% | -19% | -0.8
Cc1cc2nnc(SCC(=O)Nc3ccc(F)c(Cl)c3)n2c2ccccc12 | -15% | i | -6% | 15% | nt | 6% | -0.4% | 5% | nt
CCCCNC(=O)c1nn(-c2ccc(C)cc2)c(=O)c2c1c1ccccc1n2C | -18% | i | 6% | -7% | nt | 1% | -0.6% | -7% | nt
Cc1c(C)n(CCc2ccccc2)c2ncnc(NCCO)c12 | 1% | i | 3% | nt | 1% | ? | 8.0% | 3% | -0.6
CCOc1ccc(NC(=O)N2CCC(c3ccc(C)cc3)C2)cc1 (stereo not given) | -9%&-12% | i | 18%&-1% | 12% | -7% | -11% | 0.5%&-0.5% | -23%&-1% | -1.8
CCOC(=O)c1c(C)[nH]c(C(=O)COC(=O)/C=C/c2ccc(OC(F)F)cc2)c1C | -14% | ? | 0% | -5% | -7% | 10% | 1.3% | 0% | 1.5
COc1ccc(C(C)NC(=O)c2ccncc2)cc1 (stereo not given) | -3% | i | 11% | 18% | -1% | 1% | -0.3% | -18% | 0.7
Cn1c(N)c(C(=O)COc2ccc(C#N)cc2)c(=O)n(C)c1=O | -2% | i | 7% | -4% | 7% | 6% | 0.4% | 5% | -0.2
COc1ccc(C(CC(=O)Nc2cccc(C)c2C)N2Cc3ccccc3C2=O)cc1 (stereo not given) | -23% | nt | -1% | nt | nt | -15% | 0.1% | -10% | nt
CC(=O)c1ccc(/C=C/c2nc3ccccc3n2C)o1 | -6% | nt | 1% | 11% | 3% | ? | ? | -5% | -0.1
CCO[C@H]1OC(C(=O)O)=C[C@@H](C)[C@@H]1CCCO | -14% | i | 2% | -1% | 2% | -1% | -1.2% | -23% | -0.4
COc1ccc(CC(=O)NNC(=O)c2cnccn2)cc1 | -3% | i | 6% | nt | 18% | 2% | -0.8% | -4% | -0.1
C=CCCC(=O)N1C[C@H]2CON(C)[C@H]2C[C@H]1c1cccc(N2CCOCC2)c1 | -14% | i | nt | 7% | -4% | nt | 0.1% | -1% | -0.3
O=S(=O)(NC1=NCCC1)c1ccc(F)cc1F | -1% | i | 2% | -7% | 1% | 7% | -0.4% | -4% | -5.2
N#Cc1ccccc1NC(=O)COC(=O)CCc1ccccc1 | 1% | i | 1% | 12% | 6% | 8% | 11% | 0% | -0.1
COc1ccccc1N1CCN(C2CCCN(Cc3ccc(Cl)cc3)C2)CC1 (stereo not given) | -14% | i | 2% | -10% | 7% | 2% | -0.3% | -9% | 0.2
Cc1cc(SC(C)C(=O)Nc2ncc(Cl)cc2Cl)nc2ccccc12 (stereo not given) | -26% | i | 1% | 46%[activator] | 15% | ? | 0.1% | -32% | -0.2
COc1ccc(NC(=O)COC(=O)c2cccn2C)cc1S(=O)(=O)N1CCCCC1 | -5% | i | 10% | -21% | 9% | ? | 2.1% | -6% | -0.6
CC(C)CN(CC(C)C)c1nnc(N)s1 | 5% | i | 0% | 2% | -7% | 28% | -0.1% | 29% | -1.0
CCOC(=O)c1ccc2c(c1)nc(SCC(=O)NC(C)C)n2CC | -10% | ? | -11% | 25% | 6% | -17% | -0.2% | 13% | 2.3
Cc1c([N+](=O)[O-])c([N+](=O)[O-])nn1CC(=O)NCCc1ccccc1 | -19% | i | -4% | -3% | 10% | -1% | ? | -21% | 0.0
CC(C)c1ccc(C2c3[nH]c4ccccc4c3C[C@H]3C(=O)N(c4ccccc4C(=O)N4CCC(C(=O)O)CC4)C(=O)N23)cc1 (stereo not given in full) | 3% | i | 0% | -4% | 1% | 7% | -0.8% | -2% | 0.0
CCCCNC(=O)C1(N2C(=O)c3ccccc3C2=O)CCCC1 | -16% | i | -15% | 4% | 7% | ? | -0.2% | 0% | 0.2
CCC(C)NC(=O)N[C@@H](Cc1ccccc1)C(=O)O (stereo not given in full) | -33% | i | -1% | 10% | 8% | 2% | -0.3% | ? | 0.1
O=C(CN1C(=O)CSCC1=O)Nc1ccc2c(c1)OCO2 | -5% | i | 6% | 2% | 4% | 1% | 0.0% | 6% | 0.2
O=c1cc(/C=C/c2ccccc2)oc2ccccc12 | -14% | i | 3% | 14% | 23% | ? | ? | -2% | -0.3
CN(N)c1nc(N2CCCC2)nc(N2CCCC2)n1 | 0% | i | 9% | -9% | -1% | 4% | 0.0% | -9% | 2.0
CC(=O)Nc1c(O)nc(SCC(=O)Nc2nnc(SCc3ccccc3)s2)[nH]c1=O | -11% | i | 0% | -1% | 11% | -3% | -0.5% | -6% | 2.0
NC(=O)C1CC(=O)N(c2ccc(OCC(=O)Nc3ccc(Cl)cc3)cc2)C1 (stereo not given) | -1% | i | 6% | -19% | 10% | ? | 0.2% | 5% | 0.2
Cc1ccc([N+](=O)[O-])cc1S(=O)(=O)Nc1ccc(C(=O)NCC2CCCO2)cc1 (stereo not given) | 11% | i | 0% | 11% | -1% | -8% | -0.5% | 2% | 1.3

7 compounds out of the list, ordered by count of non-hydrogen atoms, highest first:
SMILES | HepG2 tox | S2 tox | A549 viability | ATXN2 expr inh | EPAC2 ag | Nrf2 block | Nrf2 ARE act | TGFb inhibitor | IL2 activator
COc1ccc(NC(=O)COC(=O)c2cccn2C)cc1S(=O)(=O)N1CCCCC1 | -5% | i | 10% | -21% | 9% | ? | 2.1% | -6% | -0.6
NC(=O)C1CC(=O)N(c2ccc(OCC(=O)Nc3ccc(Cl)cc3)cc2)C1 (stereo not given) | -1% | i | 6% | -19% | 10% | ? | 0.2% | 5% | 0.2
Cc1cc(SC(C)C(=O)Nc2ncc(Cl)cc2Cl)nc2ccccc12 (stereo not given) | -26% | i | 1% | 46%[activator] | 15% | ? | 0.1% | -32% | -0.2
CCOC(=O)c1ccc2c(c1)nc(SCC(=O)NC(C)C)n2CC | -10% | ? | -11% | 25% | 6% | -17% | -0.2% | 13% | 2.3
CCCCNC(=O)C1(N2C(=O)c3ccccc3C2=O)CCCC1 | -16% | i | -15% | 4% | 7% | ? | -0.2% | 0% | 0.2
O=C(CN1C(=O)CSCC1=O)Nc1ccc2c(c1)OCO2 | -5% | i | 6% | 2% | 4% | 1% | 0.0% | 6% | 0.2
CN(N)c1nc(N2CCCC2)nc(N2CCCC2)n1 | 0% | i | 9% | -9% | -1% | 4% | 0.0% | -9% | 2.0

More records.
SMILES | HepG2 tox | S2 tox | A549 viability | ATXN2 expr inh | EPAC2 ag | Nrf2 block | Nrf2 ARE act | TGFb inhibitor | IL2 activator
O=C(NCCC1CCCCN1S(=O)(=O)c1ccc(F)cc1)C(=O)NCc1cccnc1 (stereo not given) | -9% | i | -3% | -4% | -6% | -10% | -2.7% | -2% | -0.2
CCCn1c(-c2ccc(F)cc2)cnc1SCC(=O)O | -2% | i | -10% | 0% | 2% | ? | 2.3% | -1% | -3.0
Cn1c(=NC(=O)c2ccc(F)cc2)sc2cc(Br)ccc21 | 8% | nt | 2% | nt | nt | nt | 13% | 17% | nt
Cc1ccc(N/C=C2\C(=O)N(c3ccc(F)cc3F)C(c3cccnc3)S2(=O)=O)cc1 (stereo not given) | 16% | i | -2% | -14% | 0% | -10% | -0.4% | 14% | -3.4
CC(NCC(=O)Nc1ccccc1C(=O)NC1CC1)c1cccc(C(F)(F)F)c1 (stereo not given) | -22% | i | -4% | -17% | 3% | -5% | -0.7% | -10% | -0.6
Cc1cc(C)cc(-n2c(C)cc(C(=O)C(=O)Nc3ccccc3F)c2C)c1 | -2% | i | 9% | 10% | nt | 9% | -0.9% | -12% | nt
Cc1ccc(-c2nc(NC(=O)CSc3cc(C)c4ccccc4n3)ns2)cc1 | -4%&-4% | i | 1%&6% | 16%&1% | 13% | 14%&11% | -1.2%&0.3% | 27%&11% | -0.1
CCOC(=O)C(NC(C)=O)(Nc1ccc(S(=O)(=O)Nc2cc(C)on2)cc1)C(F)(F)F (stereo not given) | 4% | i | -4% | -6% | 5% | nt | -0.6% | 11% | 0.3
O=C(CSc1ncn[nH]1)Nc1ccccc1C(=O)O | 1% | ? | -5% | -22% | 3% | nt | -1.9% | -2% | 3.7
C[C@H](NC(=O)[C@H]1N2C(=O)c3ccccc3C2SC1(C)C)C(=O)N1CCC[C@H]1CO (stereo not given in full) | -22% | i | 1% | -5% | 9% | -4% | -0.3% | -3% | 0.3
CC(C)(C)OC(=O)N(Cc1ccccc1)Cc1ccccc1OCc1ccc(NC(=O)C2CCC2)cc1 | -15% | i | 5% | 20% | 15% | ? | 1.1% | 5% | -0.5
COC(=O)Cc1ccc2sc(-c3ccccc3)nc2c1 | -17% | i | -1% | 62%[activator] | 13% | ? | ? | ? | -0.1
COc1ccc(/C=C(\NC(=O)c2ccccc2)C(=O)N/N=C/c2ccncc2)cc1 | -7% | i | 4% | 11% | 7% | 2% | -0.6% | 0% | -1.1
CC(=O)Nc1ccc(N/C=C/C(=O)c2ccc(C)o2)cc1 | -12% | i | 0%[1.84 µM] | 34%[activator] | -2% | ? | 4.3% | -7% | 1.2

Screening results deposited in PubChem BioAssay by National Center for Advancing Translational Sciences (NCATS).
